A-T KAP1 phos: candidate therapy for ataxia-telangiectasia. […] A-T fibroblasts, KAP-1 phosphorylation AlphaLISA; neocarzinostatin DNA damage 30 min before lysis. Potency, µM (titrated, usually from 57.5 µM), for inactives: at the highest dose activation, most hits filed as activators. 0.19% of 320,000 active. AID 485349; note: potency is the fitted concentration of half-maximal effect; % of control where 0% means no effect; nearly all actives have a fitted effect of over 45% in size
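ATM-like activity read as KAP-1 phosphorylation via AlphaLISA donor/acceptor antibody pairs after lysis and 6 hr at 25C. Cells were ATM-null patient fibroblasts ([…], hTERT), dosed 60 min, then exposed to the DSB inducer NCS for 30 min.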
USP2a inh: blocks human ubiquitin-specific protease USP2a | Potency, µM (series often up to 38.3 µM), for the others: at the highest dose activity change, negative = inhibition, hits mostly inhibitors | AID 463254 | USP2 core, Ub-CHOP2 coupled fluorogenic reporter, 485/531 | 0.01% of 330,000 active | O75604;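 note: potency is the fitted concentration of half-maximal effect; plate controls were DMSO wells for no effect and full inhibition by NEM control for full effect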
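Deubiquitinase activity read as fluorescence (485/531 nm) after Ub-CHOP2 cleavage activates the enterokinase reporter on its substrate; USP2 core 10nM, Ub-CHOP2 and substrate 25nM each, 30min compound preincubation then 60min RT; data normalized to NEM, curves fitted.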
ELG1 repair inh: blocks ELG1-dependent DNA repair in HEK293T cells; HEK293T ELG1-luciferase reporter, luminescence, 16 h; DNA damage induced by 5-fluorouridine; Potency, µM (series often up to 46.1 µM), inactives show at the highest dose activity change, negative = inhibition, actives largely listed as inhibitors; 2.3% of 330,000 active; AID 504467; note: potency is the fitted concentration of half-maximal effect; % is set by controls: 0 for no effect and ±100 for the full control effect; nearly all actives have a fitted effect of over 55% in size
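Step one: seed 2,000 cells per well. Step two: pin-transfer compound or DMSO alongside 5-fluorouridine. Step three: incubate 16 hr, 37 °C, 5% CO2. Step four: add ONE-Glo, wait 30 min, read luminescence.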
hERG WT inh: inhibitors of human wildtype KCNH2 potassium channel | Q12809 | U2OS, BacMam KCNH2, thallium flux FluxOr; active compounds read low | activity change, % at 1.84 µM | 0.37% of 340,000 active | AID 720551;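 active = maximum activity change below -70%; inconclusive = maximum activity change between -70% and -50%; inactive = maximum activity change above -50%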; note: % is set by controls: 0 for no effect and ±100 for the full control effect
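U2OS cells were transduced with wild-type KCNH2 virus (2.03 x 10^8 / mL) for 4 h at room temperature, then cultured overnight at 37 C. Thallium flux was read with FluxOr dye. Rate constants were normalized to DMSO controls.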
Mito fusion yeast: mitochondrial division inhibition or fusion activation; Potency, µM (doses to about 46.1 µM), for the others: at the top dose growth rescue (activation), hits mostly activators; 0.23% of 320,000 active; S. cerevisiae fusion-defective mutant growth rescue, CellTiterGlo 48 h;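 note: potency is the fitted concentration of half-maximal effect; % of control where 0% means no effect; nearly all actives have a fitted effect of over 45% in size; temperature-sensitive fusion mutants such as fzo1-1 at 37 °C on non-fermentable ethanol glycerol medium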
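S. cerevisiae fusion-defective temperature-sensitive mutants (e.g. fzo1-1, mgm1-5) grown 48 h at 37C in YPEG (ethanol/glycerol non-fermentable) medium with 23 nl compound per well; growth rescue read as CellTiterGlo luminescence.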
Eya2 inh: Eya2 (human) phosphatase inhibition. recombinant Eya2, OMFP fluorescence dephosphorylation (OMFP is methylfluorescein phosphate). 0.006% of 330,000 active. Potency, µM (titrated, usually from 76.9 µM), inactives show at the highest dose activity, negative = inhibition, most hits filed as inhibitors. AID 488837; note: potency is the fitted concentration of half-maximal effect; % is set by controls: 0 for no effect and ±100 for the full control effect
Target sequence (O00167 whole entry, looked up): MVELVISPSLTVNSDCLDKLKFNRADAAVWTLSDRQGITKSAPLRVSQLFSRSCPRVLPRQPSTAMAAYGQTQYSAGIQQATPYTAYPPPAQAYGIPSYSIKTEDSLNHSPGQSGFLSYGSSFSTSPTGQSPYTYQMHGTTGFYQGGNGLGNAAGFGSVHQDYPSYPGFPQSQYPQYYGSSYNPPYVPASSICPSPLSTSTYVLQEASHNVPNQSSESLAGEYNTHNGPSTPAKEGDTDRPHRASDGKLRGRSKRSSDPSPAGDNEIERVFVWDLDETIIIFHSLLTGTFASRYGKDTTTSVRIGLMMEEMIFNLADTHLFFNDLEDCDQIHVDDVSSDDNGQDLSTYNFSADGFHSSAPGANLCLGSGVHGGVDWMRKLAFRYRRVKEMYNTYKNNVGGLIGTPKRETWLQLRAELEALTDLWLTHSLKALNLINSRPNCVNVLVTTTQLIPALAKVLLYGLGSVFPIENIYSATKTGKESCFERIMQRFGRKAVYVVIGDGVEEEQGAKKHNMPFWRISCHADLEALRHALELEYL
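Eya2 (0.2 uM) preincubated 10 min at ambient with compound, then OMFP substrate added at 50 uM; 10 min reaction in 50 mM HEPES pH 7.5, 50 mM NaCl, 5 uM MgCl2, 0.05% BSA, 1 mM DTT. Fluorescence read at Ex 485/Em 525 nm.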
TSHR antag: antagonists of human thyroid stimulating hormone receptor. 0.2% of 330,000 active. AID 504810. P16473. TSHR-expressing cells, TSH-stimulated cAMP HTRF, 2 h; active compounds read low. activity change, negative = inhibition, % at 11.5 µM;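 active = activity change below a set negative limit, meaning inhibition stronger than a set level, cut at about -70% in these data; inconclusive = activity change between two set negative limits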; note: % is set by controls: 0 for no effect and ±100 for the full control effect
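Antagonism was scored as loss of TSH-driven cAMP in TSHR cells, stimulated with 4nM TSH (EC80) for 2 hours at 37 deg C and detected by homogeneous HTRF competition immunoassay.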
KCNH2 3.1 block: blocks the human KCNH2 3.1 channel isoform; AID 720553; activity change, % (tested at about 1.8 µM); U2OS KCNH2 3.1, thallium flux FluxOr; active compounds read low; 0.95% of 340,000 active;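 active = maximum activity change below -70%; inconclusive = maximum activity change from -70% to -50%; inactive = maximum activity change above -50%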;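 note: thallium influx rate constant from kinetic fluorescence after stimulation buffer; % is set by controls: 0 for no effect and ±100 for the full control effect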
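Virally transduced U2OS (3.1 isoform, 4 h infection in dark at RT) → overnight 37 C → FluxOr + Red40 in HBSS/HEPES, 45 min → stimulation buffer, 2 min kinetic read → rate constant vs DMSO controls.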
TCR activator: activators of T cell receptors. 330,000 tested, under 10 active. Potency, µM (titrated, usually from 9.22 µM), inactives show at the highest dose activation of IL-2 secretion, hits mostly activators. primary human leukocytes, anti-CD3, IL-2 HTRF, 48 h; note: % of control where 0% means no effect
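Activity was scored as IL-2 release from primary human leukocytes given only a TCR signal (a-CD3 beads) plus compound for 48 hr. Detection used a two-antibody HTRF format read at 665nm.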
TRPV1 agonist: activates the human vanilloid receptor TRPV1. 0.19% of 320,000 active. AID 540275. Q8NER1. activation, % at 8.33 µM. TRPV1-expressing cells, Fluo-8 calcium influx, agonist mode; in the data active = activation above about 80%; inconclusive = between about 30% and that limit; note: 0% is about no effect
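Cells expressing TRPV1 were dye-loaded with Fluo-8 and read kinetically: 10 s baseline, 3 min after compound (agonist portion), then 2 min after EC20 capsaicin (allosteric enhancer portion). Calcium-bound dye fluorescence at 480/520 nm.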
Starred values were filed as active, the others as inactive; ? = inconclusive; . = not tested or not shown; [ ] = remark or other dose. Unless noted, calls come from the whole dose curve; as a rule, active = well fitted curve in the direction sought with a large enough effect; inconclusive = small, poorly fitted or top-dose-only effect, or another doubt; inactive = no such curve, though single readings can be large; an effect the other way counts as inactive or inconclusive. These rows are one share of the data; count on the stated rates, not on these rows.

Order of values: A-T KAP1 phos | USP2a inh | ELG1 repair inh | hERG WT inh | Mito fusion yeast | Eya2 inh | TSHR antag | KCNH2 3.1 block | TCR activator | TRPV1 agonist
O=C(CN1CCN(Cc2cccc(F)c2)CC1)Nc1ccccc1F
→ 3% | 0% | -15% | 8 | 1% | -15% | -2 | 6 | 4% | 5
CCN(c1cccc(C)c1)S(=O)(=O)c1ccc2c(c1)oc(=O)n2C
→ -10% | 3% | -8% | -12 | 2% | -12% | 4 | 7 | 2% | 7
Cc1ccc(C)c(CN2C(=O)CSc3ccc(C(=O)NCC(C)CN4CCC(C)CC4)cc32)c1 (stereo not drawn)
→ -13% | 1% | 0% | 11 | 4% | 11% | 0 | -45 | 0% | 1
CCNc1ccc(C(=O)NN=C2CCCC2)cc1[N+](=O)[O-]
→ 0% | -10% | 0% | -8 | 2% | 0% | -2 | -8 | -5% | -8
CCOC(=O)c1c(C)nc2sc3c(=O)n(-c4ccc(C(C)=O)cc4)nnc3c2c1-c1ccc(Cl)cc1
→ -9% | 1% | ? | 0 | -1% | -6% | 5 | -20 | 4% | -2
CCCCN(Cc1ccccc1)S(=O)(=O)c1ccc2[nH]c(=O)oc2c1
→ -1% | 0% | 9% | 1 | -1% | 3% | 3 | -4 | -3% | -5
O=C1CCC(c2ccc3c(c2)CCC3)=NN1
→ -7% | 2% | ? | -5 | -16% | -6% | -1 | -1 | 9% | 15
O=C(C1CCCO1)N(c1cccc(Cl)c1)C1C=CS(=O)(=O)C1 (stereo not drawn)
→ 8% | -1% | 8% | -2 | 7% | 11% | 1 | 18 | . | 1
Cc1ccc(NC(=S)NC2CCSc3ccccc32)cc1C (stereo not drawn)
→ -2% | 4% | -20% | -2 | -11% | 0% | -6 | -8 | -3% | 15
Cc1[nH]n(-c2cccc([N+](=O)[O-])c2)c(=O)c1-c1ccccc1
→ 2% | 13% | -19% | 0 | 5% | -3% | 7 | 0 | 2% | -2

Looked up above:
Cc1[nH]n(-c2cccc([N+](=O)[O-])c2)c(=O)c1-c1ccccc1 @ hERG WT inh = 0
O=C(C1CCCO1)N(c1cccc(Cl)c1)C1C=CS(=O)(=O)C1 (stereo not drawn) @ KCNH2 3.1 block = 18
CCCCN(Cc1ccccc1)S(=O)(=O)c1ccc2[nH]c(=O)oc2c1 @ A-T KAP1 phos = -1%
CCOC(=O)c1c(C)nc2sc3c(=O)n(-c4ccc(C(C)=O)cc4)nnc3c2c1-c1ccc(Cl)cc1 @ USP2a inh = 1%
Cc1ccc(C)c(CN2C(=O)CSc3ccc(C(=O)NCC(C)CN4CCC(C)CC4)cc32)c1 (stereo not drawn) @ KCNH2 3.1 block = -45
CCNc1ccc(C(=O)NN=C2CCCC2)cc1[N+](=O)[O-] @ A-T KAP1 phos = 0%
CCN(c1cccc(C)c1)S(=O)(=O)c1ccc2c(c1)oc(=O)n2C @ Mito fusion yeast = 2%

Carrying on.
Order of values: A-T KAP1 phos | USP2a inh | ELG1 repair inh | hERG WT inh | Mito fusion yeast | Eya2 inh | TSHR antag | KCNH2 3.1 block | TCR activator | TRPV1 agonist
C=CCn1c(SCc2ccc([N+](=O)[O-])cc2)nnc1C(C)NC(=O)c1ccccc1 (stereo not drawn)
→ 6% | 0% | 14% | -3 | 0% | -10% | 5 | -2 | 1% | -4
O=C(c1ccc(-c2ccccc2)cc1)N1CCN(c2ccccn2)CC1
→ 4% | -7% | -16% | -8 | -1% | -9% | -25 | 6 | . | ?
CCCCCCc1nc(C(N)=O)c2[nH]c(=O)n(-c3ccc(OCC)cc3)c2n1
→ -5% | -1% | -2% | 19 | 15% | ? | -2 | -15 | 9% | 0
COc1ccc(C(=O)OCC(=O)NC(=O)NC(C)C)cc1OC
→ 2% | 3% | 5% | -4 | 15% | -1% | -1 | -1 | -2% | -5
COc1ccccc1NC(=O)C1CC(=O)N(c2ccc(F)cc2)C1 (stereo not drawn)
→ 1% | 4% | 1% | -1 | -1% | -24% | -2 | 7 | -1% | -7
CC(=O)Nc1cccc(/C(C)=N/NC(=O)c2ccccc2Cl)c1
→ 3% | 0% | 13% | 6 | 2% | 8% | -3 | -4 | -8% | 2
CCOc1ccc(C2CC(c3cccc(OC)c3OC)n3nnnc3N2)cc1Cl (stereo not drawn)
→ -4% | 3% | -29% | -10 | -3% | -7% | -8 | -16 | 4% | -2
CCOC(=O)c1sc(C)c(C(=O)NCC(C)(C)CN(C)C)c1N
→ -5% | 0% | -19% | 3 | -3% | -4% | 7 | -7 | 7% | -2
Cc1ccc(NC(=O)CCC(=O)NNC(=O)C(C)(C)C)c(C)c1
→ -4% | 1% | 10% | -9 | -4% | -7% | 3 | -4 | -5% | 0
CC1=C(C(=O)Nc2ccc(C)cc2C)C(c2cccc([N+](=O)[O-])c2)n2nc(C(=O)OC(C)C)nc2N1 (stereo not drawn)
→ -7% | 5% | -16% | 5 | 4% | -10% | 5 | -13 | 5% | -5

Single records, as listed above. Order of values: A-T KAP1 phos | USP2a inh | ELG1 repair inh | hERG WT inh | Mito fusion yeast | Eya2 inh | TSHR antag | KCNH2 3.1 block | TCR activator | TRPV1 agonist
`CC1=C(C(=O)Nc2ccc(C)cc2C)C(c2cccc([N+](=O)[O-])c2)n2nc(C(=O)OC(C)C)nc2N1` (stereo not drawn) reads -7% | 5% | -16% | 5 | 4% | -10% | 5 | -13 | 5% | -5
`Cc1ccc(NC(=O)CCC(=O)NNC(=O)C(C)(C)C)c(C)c1` reads -4% | 1% | 10% | -9 | -4% | -7% | 3 | -4 | -5% | 0
`CC(=O)Nc1cccc(/C(C)=N/NC(=O)c2ccccc2Cl)c1` reads 3% | 0% | 13% | 6 | 2% | 8% | -3 | -4 | -8% | 2

Further entries.
SMILES	A-T KAP1 phos	USP2a inh	ELG1 repair inh	hERG WT inh	Mito fusion yeast	Eya2 inh	TSHR antag	KCNH2 3.1 block	TCR activator	TRPV1 agonist
O=C(/C=C/c1ccco1)NCC(=O)N/N=C/c1ccc(Cl)cc1	1%	11%	-16%	1	-3%	5%	3	-25	-2%	4
O=C(CN1C(=O)c2ccccc2C1=O)Nc1ccccc1	5%	3%	2%	-7	0%	3%	0	8	-5%	-3
NC(=O)COC(=O)c1c2c(nc3ccccc13)CCCCC2	3%	-2%	-15%	-4	10%	3%	3	-5	-1%	-7
COc1cc(/C=N/Nc2nc3ccccc3s2)ccc1O	10%	-2%	?	-8	4%	0%	10	-8	-5%	0
O=C(c1cccs1)N1CCN(S(=O)(=O)N2CCCCC2)CC1	-7%	2%	-2%	26	-3%	10%	10	10	-6%	2
C/C(=N\NC(=O)CN(c1ccccc1Br)S(C)(=O)=O)c1cccs1	3%	1%	-3%	-1	-7%	-2%	-5	-12	-1%	-4
O=C(COC(=O)[C@H](Cc1ccccc1)NC(=O)c1cccs1)NC1CC1	-1%	1%	7%	-16	-2%	-4%	5	2	2%[46.1 µM]	4
O=C(O)CCCCCN1C(=O)C(O)=C(C(=O)/C=C/c2ccccc2)C1c1ccc2c(c1)OCO2 (stereo not drawn)	-5%	0%	8%	-3	-9%	4%	5	4	11%	-1
COc1ccc(OC)c(CNC(=O)Cc2c(C(=O)O)[nH]c3ccc(Cl)cc23)c1	0%	5%	9%	5	-1%	12%	0	5	-4%	-1
CC(C)(C)C(=O)/C(=C/c1ccc(Cl)cc1)n1cncn1	?	-2%	?	14	-30%	-4%	7	-1	-5%	11
CC(=O)Nc1ccc2cc3ccc(NC(C)=O)cc3nc2c1	-2%	26%	?	7	1%	-18%	-16	12	11%	1
COc1cc(Br)c(Br)cc1N	4%	3%	2%	4	-3%	4%	-4	-9	10%	-10

Compound activity deposited in PubChem BioAssay by National Center for Advancing Translational Sciences (NCATS).
